POLH inh: DNA polymerase eta (human) inhibition. Potency, µM (titrated, usually from 114 µM), for the others: at the top dose activity change, negative = inhibition, hits mostly inhibitors. actives 1.2% (n = 390,000). recombinant Pol eta, fluorescent DNA replication assay. AID 588591. Q9Y253; also: % is scaled to controls: 0 for no effect and ±100 for the full control effect
Target sequence (Q9Y253 whole entry, looked up): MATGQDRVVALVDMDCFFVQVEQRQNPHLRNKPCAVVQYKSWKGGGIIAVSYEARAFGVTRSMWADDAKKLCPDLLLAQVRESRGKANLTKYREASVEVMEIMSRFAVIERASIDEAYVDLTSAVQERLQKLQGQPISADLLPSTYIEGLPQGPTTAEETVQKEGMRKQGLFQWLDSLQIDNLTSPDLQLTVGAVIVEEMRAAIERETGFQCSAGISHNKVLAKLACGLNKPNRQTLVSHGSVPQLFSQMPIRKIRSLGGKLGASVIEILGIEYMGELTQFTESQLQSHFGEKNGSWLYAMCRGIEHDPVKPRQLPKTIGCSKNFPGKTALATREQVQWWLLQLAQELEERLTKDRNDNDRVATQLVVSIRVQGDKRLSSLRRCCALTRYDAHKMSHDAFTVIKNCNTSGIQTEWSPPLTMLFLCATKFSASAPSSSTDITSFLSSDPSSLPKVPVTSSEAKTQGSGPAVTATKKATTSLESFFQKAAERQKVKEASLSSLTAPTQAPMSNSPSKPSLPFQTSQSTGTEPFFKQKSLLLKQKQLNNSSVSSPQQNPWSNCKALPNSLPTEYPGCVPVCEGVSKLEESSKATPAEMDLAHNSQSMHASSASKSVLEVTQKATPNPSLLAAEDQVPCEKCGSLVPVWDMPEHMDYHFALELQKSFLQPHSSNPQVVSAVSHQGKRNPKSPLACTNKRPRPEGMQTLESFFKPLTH
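Pol eta at 10 nM preincubated with compounds 15 min at room temperature; reaction started with fluorescent substrate (50 nM final) and read kinetically at 0 and 10 min.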
BLM inh: Bloom syndrome helicase (human) inhibition; P54132; recombinant BLM DNA unwinding, fluorescence dequenching; Potency, µM (highest dose often 56.1 µM), inactives show at the highest dose activity change, negative = inhibition, usual class: inhibitors; actives 0.2% (n = 350,000); AID 2528;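 also: plate controls were vehicle for no effect and no enzyme for full effect; nearly all actives have a fitted effect of over 35% in size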
Apoferritin bind: binds horse apoferritin like a general anesthetic; apoferritin/1-aminoanthracene competitive binding, fluorescence; Potency, µM (top dose mostly 77.5 µM), for the others: top-dose activity change, negative = displacement, actives largely listed as inhibitors; actives 0.074% (n = 350,000); also: % is scaled to controls: 0 for no effect and ±100 for the full control effect; nearly all actives have a fitted effect of over 20% in size
Target sequence (P02791 2-175 limits assumed): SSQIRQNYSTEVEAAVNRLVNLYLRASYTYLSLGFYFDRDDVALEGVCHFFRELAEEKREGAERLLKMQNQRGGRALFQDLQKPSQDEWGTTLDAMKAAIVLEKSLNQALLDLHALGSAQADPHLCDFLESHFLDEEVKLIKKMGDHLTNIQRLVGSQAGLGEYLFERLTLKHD
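Horse-spleen apoferritin (10 uM) in 50% saturated 1-aminoanthracene in PBS was incubated 10 min at room temperature with compound. Fluorescence (ex 380, em 535 nm) was normalized to free and bound 1-AMA, with concentration-response fitted by a four-parameter Hill equation.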
G9a inh: blocks human histone lysine methyltransferase G9a; Potency, µM (titrated, usually from 102 µM), for inactives: top-dose activity, negative = inhibition, usual class: inhibitors; actives 8.8% (n = 350,000); G9a H3K9 monomethylation, AlphaScreen, 2 h; AID 504332; Q96KQ7; also: % is scaled to controls: 0 for no effect and ±100 for the full control effect; nearly all actives have a fitted effect of over 75% in size
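Using a bead-based AlphaScreen, monomethylated H3K9 product from 2 h room-temperature reactions (G9a 20 nM, peptide 500 nM, SAM 20 uM) was detected with 0.5 ug/mL rabbit anti-H3K9me1 antibody.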
POLI inh: inhibitors of human DNA polymerase iota. Pol iota fluorescent replication assay, 10 min. Potency, µM (titrated, usually from 115 µM), for the others: at the top dose activity, negative = inhibition, actives largely listed as inhibitors. actives 1% (n = 390,000). AID 588590
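Pol iota at 10 nM preincubated 15 min with compounds at room temperature; reaction started with fluorescent substrate, 50 nM final. Fluorescence read kinetically at 0 and 10 min; buffer-only wells as negative control.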
Pol kappa inh: inhibitors of human DNA polymerase kappa; Q9UBT6; purified Pol kappa, fluorescent DNA synthesis assay, 10 min; Potency, µM (titrated, usually from 107 µM), for inactives: at the highest dose activity, negative = inhibition, actives largely listed as inhibitors; actives 0.53% (n = 400,000); also: % is scaled to controls: 0 for no effect and ±100 for the full control effect
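Inhibition of 10 nM Pol kappa is measured by a fluorescent read-out at 0 and 10 min following addition of 50 nM substrate (final), with a 15-min room-temperature compound preincubation.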
BAZ2B inh: BAZ2B (human) inhibition; Q9UIF8; AID 504333; AlphaScreen BAZ2B-H3K14Ac peptide displacement; Potency, µM (top dose mostly 114 µM), inactives show top-dose activity change, negative = inhibition, actives largely listed as inhibitors; actives 4.4% (n = 360,000); also: % is scaled to controls: 0 for no effect and ±100 for the full control effect; nearly all actives have a fitted effect of over 60% in size
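Protein-peptide AlphaScreen: BAZ2B 50 nM, b-H3K14Ac 50 nM, 1x PBS pH 7.4 + 0.01% Tween-20. Preincubation 30 min RT; cpd 30 min RT (top 110 uM); beads 20 min RT, light-protected.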
APEX1 inh: blocks human APE1 abasic DNA cleavage; recombinant APE1, TAMRA/BHQ-2 abasic DNA cleavage fluorescence; Potency, µM (doses to about 65.8 µM), inactives show at the highest dose activity change, negative = inhibition, actives largely listed as inhibitors; actives 0.35% (n = 350,000); AID 2517;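 also: plate controls were vehicle for no effect and reference inhibitor for full effect; nearly all actives have a fitted effect of over 55% in size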
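Measures dequenching upon AP-site incision of a 5'-TAMRA/3'-BHQ-2 THF-containing duplex, 50 nM; human APE1 0.75 nM after 15 min room-temperature exposure to compound; kinetic three-point read at one-minute spacing.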
POLB inh: blocks human DNA polymerase beta activity; P06746; Pol beta primer extension/strand displacement, fluorescence kinetic; Potency, µM (highest dose often 114 µM), without a hit: at the highest dose activity change, negative = inhibition, actives largely listed as inhibitors; actives 1.3% (n = 340,000); AID 485314; also: % is scaled to controls: 0 for no effect and ±100 for the full control effect
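Curves were derived by four-parameter Hill fits of normalized qHTS data. The kinetic fluorescent primer-extension read was taken at 0 and 10 min after 50 nM substrate, following a 15 min room-temperature preincubation of 10 nM enzyme with compounds.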
Active calls of the source: *; ? = inconclusive; . = no result given; & = joins results of further samples; [ ] = another dose, or the depositor's remark. Calls follow the shape of the dose curve; as a rule, active = well fitted curve in the direction sought with a large enough effect; inconclusive = small, poorly fitted or top-dose-only effect, or another doubt; inactive = no such curve, though single readings can be large; an effect the other way counts as inactive or inconclusive. Potency is read from the fitted curve at half-maximal effect.

#1 COc1cc2c(cc1NS(=O)(=O)c1cccc(C#N)c1)n(C)c(=O)n2C
#2 O=C(Cn1c(C(F)(F)F)nc2ccccc21)c1ccc(F)cc1
#3 O=C(NCC(c1ccco1)N1CCc2ccccc2C1)c1ccc(Cl)c([N+](=O)[O-])c1 (stereo not drawn)
#4 CSc1ccc(Cl)c(C(=O)Nc2ccc(C)cn2)c1
#5 COc1ccc(OC)c(/C=N/NC(=O)c2cc[n+](Cc3ccccc3)cc2)c1

compound no.	1	2	3	4	5
POLH inh	-16%	-15%	-14%	-10%	-15%
BLM inh	2%	-1%	.	-5%	-9%
Apoferritin bind	5%	-7%	.	-13%	-5%
G9a inh	10µM*	-5%	22%[2.33 µM]	9%[59 µM]	12%[59 µM]
POLI inh	30%[activator]	-3%	20%	-14%	71%[activator]
Pol kappa inh	-1%[60.1 µM]	6%	-12%	8%	1%
BAZ2B inh	79µM*	9%	-39%	-2%	-30%
APEX1 inh	.	-3%	8%	14%	8%
POLB inh	5%	6%	.	-2%	-10%

#6 CCc1ccc(/C=N/NC(=S)NCCc2ccccc2)cc1
#7 CCN(CC)C(=O)C1=C(C)Nc2nc3ccccc3n2C1c1cccc(OC)c1 (stereo not drawn)
#8 COC(c1ccccc1)c1nnc(CCC(=O)NC2C3CC4CC(C3)CC2C4)o1 (stereo not drawn)
#9 N=C1C=CC(=C(c2ccc(N)cc2)c2ccc(N)cc2)C=C1
#10 CCOC(=O)c1cnc2c(C)cccc2c1Nc1ccc(N2CCOCC2)cc1

compound no.	6	7	8	9	10
POLH inh	1%	-9%&-10%	-17%	5%	.
BLM inh	-2%	-2%&-1%	-4%	.	-7%
Apoferritin bind	-11%	-19%&-19%	?	.	-6%
G9a inh	1%[59 µM]	?	.	.	28µM*
POLI inh	5%	-1%&-5%	13%	-10%	.
Pol kappa inh	-15%	-12%&-12%	-9%	-4%	.
BAZ2B inh	13%	-8%&4%	-4%	.	14µM*
APEX1 inh	2%	5%	12%	-3%	-1%
POLB inh	-1%	2%&5%	15%	.	7%

Part of the list above in order of heavy-atom count, highest first.
#7 CCN(CC)C(=O)C1=C(C)Nc2nc3ccccc3n2C1c1cccc(OC)c1 (stereo not drawn)
#5 COc1ccc(OC)c(/C=N/NC(=O)c2cc[n+](Cc3ccccc3)cc2)c1
#6 CCc1ccc(/C=N/NC(=S)NCCc2ccccc2)cc1

compound no.	7	5	6
POLH inh	-9%&-10%	-15%	1%
BLM inh	-2%&-1%	-9%	-2%
Apoferritin bind	-19%&-19%	-5%	-11%
G9a inh	?	12%[59 µM]	1%[59 µM]
POLI inh	-1%&-5%	71%[activator]	5%
Pol kappa inh	-12%&-12%	1%	-15%
BAZ2B inh	-8%&4%	-30%	13%
APEX1 inh	5%	8%	2%
POLB inh	2%&5%	-10%	-1%

Remaining list, next part
#11 CCCCCCCOC(=O)C1=C(C)Nc2ncnn2C1c1cccs1 (stereo not drawn)
#12 COc1ccc(C(=O)OCC(=O)NC(C)CCc2ccccc2)c(OC)c1 (stereo not drawn)
#13 Cc1ccc(S(=O)(=O)NC2(C(F)(F)F)NC(=O)N(Cc3ccccc3)C2=O)cc1 (stereo not drawn)
#14 O=C(O)C1CC=CCC1C(=O)NNc1c(Cl)cc(Cl)cc1Cl (stereo not drawn)
#15 CCOc1ccc(NC(=O)c2cc3nc(-c4ccc(OC)cc4)cc(C(F)(F)F)n3n2)cc1

compound no.	11	12	13	14	15
POLH inh	8%	-7%	-11%	-17%	-16%
BLM inh	-2%	-1%	1%	-6%	-1%
Apoferritin bind	-10%	-18%	-5%	-4%	15%
G9a inh	4%[12.7 µM]	9%[2.33 µM]	.	?	36%[59 µM]
POLI inh	0%	-15%	2%	88%[activator]	31%
Pol kappa inh	-2%	15%	-8%	-7%	5%
BAZ2B inh	-4%	31%[activator]	-3%	-19%	10%
APEX1 inh	-2%	65%[activator]	-8%	-12%	.
POLB inh	9%	5%	67%	1%	4%

#16 CC(=O)N1CCc2cc(S(=O)(=O)NC(Cc3ccccc3)C(=O)Nc3cc(C)ccc3C)ccc21 (stereo not drawn)
#17 COC(=O)c1sc(S(=O)(=O)N2CCCCC2)c(C(=O)OC)c1C
#18 S=C(NCc1ccccc1)NCC1COc2ccccc2O1 (stereo not drawn)
#19 CCN(CC(=O)Nc1cc(Cl)ccc1C)C(=O)CCc1nc2ccccc2c(=O)[nH]1
#20 Cc1ccc(-c2onc(C)c2C)cc1S(=O)(=O)N1c2ccccc2CC1C (stereo not drawn)

compound no.	16	17	18	19	20
POLH inh	-2%	-13%	-10%	-2%	7%
BLM inh	-6%	-1%	-4%	.	-9%
Apoferritin bind	-8%	-23%	-1%	.	58%[activator]
G9a inh	?	18%[59 µM]	13%	?	4%[59 µM]
POLI inh	3%	-2%	14%	-11%	-6%
Pol kappa inh	-17%	-5%	-11%	-1%	-20%
BAZ2B inh	.	2%	13%	8%	6%
APEX1 inh	.	-2%	-4%	-19%	.
POLB inh	?	7%	-2%	.	?

#21 COc1ccc(C(C(=O)NCc2ccccc2)N(C(=O)c2snc(C(N)=O)c2N)c2ccccc2OC)cc1OC (stereo not drawn)
#22 COc1ccc(NC(=O)C2CCCN(c3c4c(nc5ncnn35)CCC4)C2)cc1 (stereo not drawn)
#23 O=C(Nc1ccccc1N1CCOCC1)c1ccc2ccccc2c1
#24 Cc1ccccc1C(=O)c1cccn1CC(=O)NCc1ccc(Cl)cc1
#25 COc1cccc(-c2nn(-c3ccccc3)cc2CO)c1

compound no.	21	22	23	24	25
POLH inh	-8%	-6%	-22%	-18%	6%
BLM inh	3%	-3%	-4%	2%&-1%	-1%
Apoferritin bind	-4%	-4%	5%	?	-15%
G9a inh	-11%	-21%	8%	-4%	6%[59 µM]
POLI inh	60%[activator]	4%[58.9 µM]	17%	2%&14%	16%
Pol kappa inh	-6%	-12%	1%	-25%&-13%	0%
BAZ2B inh	2%	-6%	15%	-4%&-6%	-4%
APEX1 inh	12%	0%	-2%	1%	4%
POLB inh	91%	16%	26%	-14%&42%	0%

By substructure, those above containing a CF3 group.
#2 O=C(Cn1c(C(F)(F)F)nc2ccccc21)c1ccc(F)cc1
#13 Cc1ccc(S(=O)(=O)NC2(C(F)(F)F)NC(=O)N(Cc3ccccc3)C2=O)cc1 (stereo not drawn)
#15 CCOc1ccc(NC(=O)c2cc3nc(-c4ccc(OC)cc4)cc(C(F)(F)F)n3n2)cc1

compound no.	2	13	15
POLH inh	-15%	-11%	-16%
BLM inh	-1%	1%	-1%
Apoferritin bind	-7%	-5%	15%
G9a inh	-5%	.	36%[59 µM]
POLI inh	-3%	2%	31%
Pol kappa inh	6%	-8%	5%
BAZ2B inh	9%	-3%	10%
APEX1 inh	-3%	-8%	.
POLB inh	6%	67%	4%

Next compounds.
#26 CCc1cc(=O)oc2cc(C)cc(OC(C)C(=O)NCc3ccccn3)c12 (stereo not drawn)
#27 CCNC(=O)c1cc2c(=O)n3cccc(C)c3nc2n(Cc2ccc(C)cc2)c1=N
#28 Cc1cc(C)n2nc(SC(C)C(=O)N3CCOCC3)nc2n1 (stereo not drawn)
#29 Cc1ccccc1-c1nn(-c2ccccc2)cc1C(=O)NCC(c1ccco1)N1CCCC1 (stereo not drawn)
#30 CC(C)[C@H](NC(=O)[C@H](Cc1ccccc1)n1c(=O)[nH]c2ccccc2c1=O)C(=O)N1CCC[C@H]1C(=O)O

compound no.	26	27	28	29	30
POLH inh	-16%	-2%	-16%	-17%	-17%
BLM inh	2%	-11%	.	.	-4%
Apoferritin bind	2%	5%	.	.	-10%
G9a inh	-6%	1%	6%[0.501 µM]	16%[59 µM]	.
POLI inh	13%	2%	113%[activator]	-1%	5%
Pol kappa inh	-3%	-10%	1%	-5%	-2%
BAZ2B inh	-17%	2%	-3%	-31%	-14%
APEX1 inh	50%[activator]	0%	20%	22%	-7%
POLB inh	-21%	30%	.	.	8%

#31 Cc1ccc(C(=O)Nc2ccc(N3CCOCC3)cc2N2CCOCC2)cc1
#32 CC(C)c1ccc(NC(=S)NC2CCCCCC2)cc1
#33 COc1ccc(NC(=O)Nc2ccc3c(c2)C(=O)N([C@H](C)CO)C[C@H](C)[C@@H](CN(C)C(=O)NC(C)C)O3)cc1
#34 Nc1ncnc2c1ncn2[C@@H]1O[C@H](CNS(=O)(=O)CCCCl)[C@@H](O)[C@H]1O
#35 CCC1(C(=O)c2ccc(Cl)cc2)C2c3ccccc3OC(=O)C21C(=O)Nc1ccccc1 (stereo not drawn)

compound no.	31	32	33	34	35
POLH inh	-16%	-8%	-8%	-1%	-16%
BLM inh	-6%	-14%	.	.	-13%
Apoferritin bind	-5%	6%	.	.	?
G9a inh	-28%	27%[12.7 µM]	.	.	-10%
POLI inh	25%	53%[activator]	25%	-25%	?
Pol kappa inh	1%	-18%	0%	4%	?
BAZ2B inh	-28%	-21%	.	.	-31%
APEX1 inh	16%	0%	-7%	11%	4%
POLB inh	35%	-1%	.	.	-19%

#36 Cc1cc2c(N3CCCCC3C)ncnc2s1 (stereo not drawn)
#37 O=C(NCc1ccco1)c1ccc([N+](=O)[O-])cc1Cl
#38 COc1ccccc1C(c1nnnn1C(C)C)N1CCN(C(=O)c2ccco2)CC1 (stereo not drawn)
#39 O=C(c1ccc(Br)s1)N1CCCC1
#40 Cc1cc(=O)n2nc(N3CCCC(C(=O)NCc4ccccc4Br)C3)sc2n1 (stereo not drawn)
#41 O=C(C[n+]1ccccc1)N/N=C/c1ccc(O)cc1

compound no.	36	37	38	39	40	41
POLH inh	-1%	-6%	-2%	2%	-9%	-2%
BLM inh	0%	-1%	1%	-2%	2%	0%
Apoferritin bind	-8%	-7%	1%	-14%	-7%	2%
G9a inh	-13%[59 µM]	17%	8%	25%[59 µM]	18%	-15%
POLI inh	11%	11%	58%[activator]	-2%[58.9 µM]	19%	39%[activator]
Pol kappa inh	-6%	-6%	4%	-2%	-11%	-3%
BAZ2B inh	0%	-6%	10%	4%	2%	-26%
APEX1 inh	4%	33%	15%	-3%	-3%	1%
POLB inh	18%	8%	-1%	?	24%	?

The list is partial. The share of hits here may be higher or lower than overall.
